CHO parental Ca – ATP-evoked calcium signal inhibitors, parental CHO, primary screen, counter-screen for OX1R antagonist project, cell-based, fluorescence, Fluo-8 calcium dye. parental CHO-K1, ATP-induced calcium, Fluo-8 fluorescence. inhibition, % at 5.6 µM. hit rate 0.63% among 330,000. AID 463079, 2010;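 active = inhibition above that plate's mean sample inhibition plus 3 SD, cut at about 26% in these data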;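 also: 0% = ATP-challenged DMSO wells and 100% = DMSO wells without ATP; some compounds past the cut are filed as inactive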
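Measured by: calcium-sensitive Fluo-8 fluorescence / Test system: CHO parental line / Controls: ATP-challenged DMSO wells low, unchallenged DMSO wells high / Measure: % inhibition / Compound: single nominal dose of 5.6 µM per compound / Replicates: single well per compound, no replicates / Reagent: ATP as calcium-mobilizing challenge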
CHRM1 antagonist – human M1 muscarinic receptor antagonists, primary screen, CHO-K1 cells, Fluo-8 calcium fluorescence, 1536-well; AID 588852, 2011; hit rate 1.3% among 360,000; CHO-K1 hM1, ACh EC80 antagonist; inhibition, % at 3 µM;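 active = percent inhibition above its own plate's cutoff, namely the mean of that plate's compound wells plus 3 SD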;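 also: peak over basal fluorescence ratio during 140 s after agonist addition; 0% = ACh EC80 plus DMSO and 100% = DMSO alone without agonist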
Target sequence (P11229 whole entry, looked up): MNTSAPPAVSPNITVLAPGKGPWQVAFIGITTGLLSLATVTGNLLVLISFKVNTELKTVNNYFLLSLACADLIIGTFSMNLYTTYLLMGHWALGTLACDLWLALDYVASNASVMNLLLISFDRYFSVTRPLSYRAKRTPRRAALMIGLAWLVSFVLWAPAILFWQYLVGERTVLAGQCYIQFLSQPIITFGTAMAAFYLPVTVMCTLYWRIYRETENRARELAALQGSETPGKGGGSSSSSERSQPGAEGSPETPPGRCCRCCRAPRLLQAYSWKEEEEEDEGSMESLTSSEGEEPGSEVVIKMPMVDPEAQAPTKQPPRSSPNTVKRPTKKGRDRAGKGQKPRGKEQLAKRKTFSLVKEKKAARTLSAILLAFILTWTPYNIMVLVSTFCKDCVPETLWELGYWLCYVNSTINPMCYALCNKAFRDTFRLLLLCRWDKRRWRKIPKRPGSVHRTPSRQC
OXTR ag – human OXTR agonists, primary screen, fluorescence, CHO-OTR cells, Fluo-8 calcium. Fluo-8 calcium fluorescence; normalized: DMSO 0%, oxytocin 100%. hit rate 0.32% among 320,000. Oxytocin receptor (Homo sapiens), P30559. AID 2435, 2010. activation, % at 3 µM;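 active = activation above the mean of all tested compounds plus 3 SD, cutoff set per screening run, cut at about 20% in these data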;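 also: peak over basal fluorescence ratio from a 100 s FLIPR kinetic read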
TAAR1 antag – human TAAR1 antagonists, primary screen, Fluo-8 calcium fluorescence, CHO RD-HGA16 cells; Trace amine-associated receptor 1 (Homo sapiens), Q96RJ0; antagonist; inhibition, % at 3 µM; hit rate 1.5% among 360,000; AID 624466, 2012;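 active = inhibition above a per-plate cutoff, the mean inhibition of test compounds on that plate plus 3 SD, cut at about 49% in these data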;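 also: 0% = DMSO plus EC80 beta-PEA response and 100% = DMSO alone without agonist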
Target sequence (Q96RJ0 whole entry, looked up): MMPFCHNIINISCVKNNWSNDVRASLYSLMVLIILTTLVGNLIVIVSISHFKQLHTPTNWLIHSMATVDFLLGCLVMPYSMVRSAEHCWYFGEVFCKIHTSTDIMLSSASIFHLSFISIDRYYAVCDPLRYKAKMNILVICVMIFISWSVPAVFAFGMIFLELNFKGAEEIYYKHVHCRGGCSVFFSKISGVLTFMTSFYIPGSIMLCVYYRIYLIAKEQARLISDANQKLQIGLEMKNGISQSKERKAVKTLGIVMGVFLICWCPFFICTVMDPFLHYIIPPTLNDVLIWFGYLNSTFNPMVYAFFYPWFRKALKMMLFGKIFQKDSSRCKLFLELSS
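test system = CHO RD-HGA16 cells bearing hTAAR1 | replication = singlicate | controls = DMSO-only wells and EC80 β-PEA-stimulated wells | reagent = EC80 β-phenethylamine stimulus | read-out basis = percent inhibition of PEA-evoked calcium signal, max/basal emission ratio | schedule = seeding 17-24 h prior, 75-min 37 °C, 30-min RT dye loading | signal = kinetic Fluo-8 calcium fluorescence measurement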
M1 ag – human M1 muscarinic receptor agonists, primary screen, Fluo-8 calcium fluorescence, CHO-K1 cells, HTS. CHO-K1 hM1, agonist mode; 0% DMSO, 100% acetylcholine EC100. activation, % at 3 µM. hit rate 0.33% among 360,000. AID 588814, 2011;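 active = activation above the run's mean compound activation plus 3 SD, cut at about 16% in these data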;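 also: peak over basal fluorescence ratio within a 140 s kinetic read after compound addition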
OXTR potentiator – human OXTR potentiators, primary screen, fluorescence, CHO-OTR cells, Fluo-8 calcium. activation, % at 3 µM. Fluo-8 calcium fluorescence, potentiator mode; 0% = oxytocin EC15, 100% = EC100. AID 2445, 2010. Oxytocin receptor (Homo sapiens), P30559. hit rate 0.061% among 320,000;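 active = activation above that plate's cutoff, the mean activation of tested compounds plus 3 SD, cut at about 6.6% in these data, passing the limit was not always enough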;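 also: 100% uses oxytocin at 75 nM as the full agonist control; some results filed as inactive read as strong as hits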
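assay system = CHO-OTR cells, human receptor | schedule = compound 6 min at room temperature before oxytocin, 100 s read | detection = Fluo-8 intracellular calcium fluorescence, ex 470-495, em 515-575 nm | evaluation = normalized max/min fluorescence ratio, % activation | control set = EC15 oxytocin alone as 0%, 75 nM oxytocin (EC100) as 100%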
TAAR1 agonist – human TAAR1 agonists, primary screen, Fluo-8 calcium fluorescence, CHO RD-HGA16 cells; Trace amine-associated receptor 1 (Homo sapiens), Q96RJ0; vehicle wells 0%, saturating PEA agonist 100%; activation, % at 3 µM; hit rate 0.99% among 360,000;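 active = activation above the mean activation of all test compounds in the run plus 3 SD, cut at about 38% in these data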
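Repeats: no replicates (n 1) | Material: CHO-derived RD-HGA16 cells with stable Gα16 and human TAAR1 | Technique: Kinetic Fluo-8 calcium fluorescence | Schedule: 17-24 h seeding, 75 min 37 °C dye, 30 min RT | Evaluation: % activation from peak over basal fluorescence ratio, DMSO-to-PEA scaled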
V1aR counter – agonists of human V1a receptor, primary screen, counter-screen for OXTR agonist project, fluorescence, CHO-V1R cells; Vasopressin V1a receptor (Homo sapiens), P37288; Fluo-8 calcium fluorescence, agonist mode; 0% DMSO, 100% 3 nM vasopressin; activation, % at 3 µM; hit rate 0.25% among 320,000; AID 2797, 2010;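 active = activation above the mean activation of all tested compounds plus 3 SD, per screening run, cut at about 20% in these data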;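 also: signal is peak over basal fluorescence ratio across a 100 second FLIPR read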
CHRM1 PAM – human M1 muscarinic receptor positive allosteric modulators, primary screen, CHO-K1 cells, Fluo-8 calcium fluorescence, 1536-well | AID 588819, 2011 | hit rate 0.088% among 360,000 | Muscarinic acetylcholine receptor M1 (Homo sapiens), P11229 | CHO-K1 hM1, ACh EC20; 0% = ACh EC20, 100% = maximal ACh | activation, % at 3 µM; in the data active = activation above about 19%, passing the limit was not always enough
Numbers without * were called inactive; . = not tested or not shown. Hits appear at their usual frequency; any-hit rate near 3.7%.

SMILES	CHO parental Ca	CHRM1 antagonist	OXTR ag	TAAR1 antag	M1 ag	OXTR potentiator	TAAR1 agonist	V1aR counter	CHRM1 PAM
COCCn1c(SCC(=O)c2c(N)n(C3CC3)c(=O)[nH]c2=O)nnc1-c1cccc(C)c1	-12	-10	2.0	-9	-2	-1	20	-0.1	12
CCOc1cccc(CN(C)CC2CCCN(CCc3ccc(Cl)cc3)C2)c1O (stereo not drawn)	-14	14	0.9	-10	-9	-1	3	0.6	-15
Oc1ccc(CNC2CCCCC2)cc1	-4	-26	0.8	5	-2	-5	10	1.1	5
COc1ccc(-c2cc(NC=O)c3ncc(-c4cccc(C(C)=O)c4)n3c2)cc1	.	19	.	43	6	.	12	.	3
O=[N+]([O-])/C=C/c1cn(Cc2ccc(F)cc2)c2ccccc12	24	33*	-0.9	-21	-3	-7	1	0.4	15
CCOc1cc(N2CCOCC2)c(OCC)cc1NC(=O)c1cc(S(=O)(=O)N2CCOCC2)ccc1F	-22	10	0.0	-10	1	-4	2	1.0	-7
COc1ccc(-c2nc3ccccc3c(=O)n2CCCn2ccnc2)cc1	-12	-1	-0.5	-3	-5	6	3	-1.0	-3
CCCCNC(=NCc1cccc(C(F)(F)F)c1)Nc1ccccc1	-23	-2	4.0	13	-5	-15	18	3.5	-2
CC(C)C[C@H]1CN([C@@H](Cc2ccc(O)cc2)CN2CCC[C@@H]2CN2C(=S)NC[C@@H]2Cc2ccccc2)C(=S)N1CC1CCCCCC1	.	-8	.	-25	-4	.	1	.	3
O=C(O)c1ccc(Cl)c(NCc2ccncc2)c1	.	-25	.	1	-2	.	2	.	16
Cn1ccnc1C(O)c1cccc(OCc2ccccc2)c1 (stereo not drawn)	-10	13	0.0	0	-11	-11	0	-0.7	-9
CCC(C)C(NC(N)=O)C(=O)NC1CCC(C)CC1 (stereo not drawn)	-4	.	-0.2	.	.	-3	.	0.5	.
O=C(COC(=O)CSc1ccc(F)cc1)NCCCc1ccccc1	-7	-13	-2.3	6	-1	-17	-1	-1.9	2
N#Cc1c(NC(=O)C2CCCO2)sc2c1CCCCCC2 (stereo not drawn)	1	2	-0.4	3	-10	-5	-1	4.9	-9
CCc1cccc(C)c1NC(=S)NCc1ccccc1	-4	-5	-2.0	-1	-6	-4	-2	0.0	9
CC(=O)Nc1ccc(NC(=S)Nc2ccccc2)cc1	-1	-5	5.6	4	-3	-4	2	1.0	-2
CC(=O)Nc1sc2c(c1C(c1cccs1)N1CCOCC1)CCCC2 (stereo not drawn)	-2	7	-1.0	-16	-5	0	1	-0.2	-3
COc1ccc(-c2c(C)sc(NC(=O)c3ccnn3C)c2C#N)cc1	-3	4	1.9	-5	-2	-5	0	4.1	0
Cc1c(N2C(=O)/C(=C\c3ccccc3O)SC2=S)c(=O)n(-c2ccccc2)n1C	-7	-15	1.1	8	-5	-7	2	-0.2	8
O=C(CN1CCOc2ccccc21)NCc1ccc(F)cc1	-13	-5	-0.1	3	-5	2	1	-0.8	3
O=C(Cn1cncn1)N/N=C/c1ccc(Cl)cc1	-7	3	1.0	1	-7	0	3	0.5	-1
CC(=O)NC(Cc1cc(C)ccc1C)C(=O)N1CCN(C(=O)c2ccc(Br)cc2)CC1 (stereo not drawn)	-20	-15	-0.1	4	-8	0	2	0.2	15
CCOC(=O)C1CCC2(CC1)C(C#N)=C(N)Oc1n[nH]c(C)c12 (stereo not drawn)	-9	10	0.3	-7	-2	-14	12	-0.7	-5
CCCN1CC(=O)N2C(c3cccc(OC)c3OC)c3[nH]c4ccccc4c3C[C@H]2C1=O (stereo partly drawn)	-18	-14	5.2	19	0	-11	19	11	7
CCOc1ccc(OCCC(=O)OC(C)C(=O)Nc2ccc(C(C)=O)cc2)cc1 (stereo not drawn)	-8	-7	5.8	-5	1	-8	6	7.9	2
The listing continues:
SMILES	CHO parental Ca	CHRM1 antagonist	OXTR ag	TAAR1 antag	M1 ag	OXTR potentiator	TAAR1 agonist	V1aR counter	CHRM1 PAM
O=C(N/N=C/C=C/c1ccccc1)C(O)c1ccccc1 (stereo not drawn)	-2	-10	0.8	-6	-5	-2	7	1.0	8
Nc1nc(SCc2ccccc2)[nH]c(=O)c1-c1ccccc1	0	-6	-0.4	-3	4	-5	2	-0.6	-3
O=c1[nH]c2ccccc2nc1/C=C(\O)C(F)F	15	11	0.9	11	-4	-5	-2	0.3	-7
Cc1nn(-c2ccccc2)c(Cl)c1/C=N/Nc1nc2ccccc2[nH]1	-5	8	-1.9	0	-6	-4	4	4.6	-9
CC1=CC2=NC(=O)/C(=C\c3cccn3CCOc3cc(C)cc(C)c3)C(=N)N2O1	-25	2	-2.3	4	-6	-7	3	-1.3	1
CCN(CC)S(=O)(=O)c1cccc(NC(=O)COc2ncnc3sccc23)c1	-10	-10	1.9	-4	0	-22	4	0.2	10
Cc1ccc(C2CC(=O)C=C(Nc3ccc(Cl)cc3)C2)cc1 (stereo not drawn)	-3	11	-2.0	2	-8	-8	-2	1.5	-11
CN1C[C@@H]2[C@@H]3C(=O)N(C)C(=O)[C@@H]3[C@](C)(C1=O)N2C(=O)c1ccc(Cl)cc1	.	-4	.	-15	-5	.	3	.	2
COc1ccccc1CN1C[C@@H]2C[C@@H](c3cccc(O)c3)N3CCC[C@@]23C1=O	-21	2	0.5	-10	-5	-5	2	0.0	0
O=C(CCS(=O)(=O)c1ccccc1)N1CCN(c2cccc(C(F)(F)F)c2)CC1	-2	-4	6.2	9	-1	-12	3	6.0	1
COC(=O)C(CC(C)C)NC(=O)CSc1nc(-c2ccccc2)c(C#N)c(=O)[nH]1 (stereo not drawn)	-4	-6	1.2	-1	-3	6	1	1.1	8
CCn1c(Cc2ccccc2)nnc1SCC(=O)NC(C)(C)C	-5	-1	0.1	.	-7	-4	.	0.5	7
Nc1nnc(SCCCOc2ccc(F)cc2)s1	-15	-10	1.1	-12	1	-13	1	2.1	12
O=C(CCN1C(=O)/C(=C\c2cccc(Br)c2)SC1=S)NCCCN1CCOCC1	-17	-3	3.4	-11	-7	-10	3	3.6	-5
Cc1cc(C)c(S(=O)(=O)N2CCN(CCO)CC2)c(C)c1	-5	-16	1.3	-20	-2	-11	2	0.7	7
O=C(O)CC1S/C(=N/N=C/c2ccc(-c3ccc(Cl)cc3[N+](=O)[O-])o2)NC1=O (stereo not drawn)	-2	-4	0.2	-3	-1	3	2	0.0	6
COc1ccc(OC)c(C(=O)NC(CC(N)=O)c2ccc(NCC3CC3)c([N+](=O)[O-])c2)c1 (stereo not drawn)	-12	-1	-1.0	9	-4	-6	1	0.4	3
O=C(O)CC(c1ccc(OC2CCCC2)cc1)N1C(=O)c2ccccc2C1=O (stereo not drawn)	2	-3	2.1	-8	-2	-3	5	1.2	8
O=C(Cn1cc2c(n1)CCCC2)NCCc1ccccc1	-4	-6	0.2	-10	-6	-7	1	0.1	5
O=c1c(Cl)c(O)ccn1C1OC(CO)C(O)C1O (stereo not drawn)	.	-18	.	-8	-1	.	1	.	8
c1ccc(Cn2nnc3c(NCC4CCCO4)ncnc32)cc1 (stereo not drawn)	-2	8	1.3	13	-4	2	19	0.5	4
Cn1c(=O)c2c(nc(CN3CCOCC3)n2Cc2ccccc2)n(C)c1=O	.	6	.	10	-3	.	6	.	-1
CCCc1cc(N2CCCC(C(=O)Nc3cc(Cl)ccc3OC)C2)n2ncnc2n1 (stereo not drawn)	-11	-4	-2.2	-2	-3	1	11	-0.6	15
COCCCNC(=S)N1CCC(C(=O)c2ccc(Cl)cc2)CC1	-14	-14	5.5	2	2	-8	3	8.1	10
CCN1CCN(c2ccc(NC(=O)c3ccc(F)cc3)cc2Cl)CC1	2	-7	3.0	-22	-8	-17	0	-0.9	0
COc1ccc(OCCOC(=O)Nc2ccccc2)cc1	-8	31*	0.2	-12	-4	-6	14	0.5	-1

Compounds listed so far containing an aryl methoxy group:
SMILES	CHO parental Ca	CHRM1 antagonist	OXTR ag	TAAR1 antag	M1 ag	OXTR potentiator	TAAR1 agonist	V1aR counter	CHRM1 PAM
COc1ccc(-c2cc(NC=O)c3ncc(-c4cccc(C(C)=O)c4)n3c2)cc1	.	19	.	43	6	.	12	.	3
COc1ccc(-c2nc3ccccc3c(=O)n2CCCn2ccnc2)cc1	-12	-1	-0.5	-3	-5	6	3	-1.0	-3
COc1ccc(-c2c(C)sc(NC(=O)c3ccnn3C)c2C#N)cc1	-3	4	1.9	-5	-2	-5	0	4.1	0
CCCN1CC(=O)N2C(c3cccc(OC)c3OC)c3[nH]c4ccccc4c3C[C@H]2C1=O (stereo partly drawn)	-18	-14	5.2	19	0	-11	19	11	7
COc1ccccc1CN1C[C@@H]2C[C@@H](c3cccc(O)c3)N3CCC[C@@]23C1=O	-21	2	0.5	-10	-5	-5	2	0.0	0
COc1ccc(OC)c(C(=O)NC(CC(N)=O)c2ccc(NCC3CC3)c([N+](=O)[O-])c2)c1 (stereo not drawn)	-12	-1	-1.0	9	-4	-6	1	0.4	3
CCCc1cc(N2CCCC(C(=O)Nc3cc(Cl)ccc3OC)C2)n2ncnc2n1 (stereo not drawn)	-11	-4	-2.2	-2	-3	1	11	-0.6	15
COc1ccc(OCCOC(=O)Nc2ccccc2)cc1	-8	31*	0.2	-12	-4	-6	14	0.5	-1
